Compound activity (PubChem BioAssay)
SENP7 inh – SENP7 protease inhibition. recombinant SENP7, Z-RLRGG-aminoluciferin luminescence, 40 min. Q9BQF6. inhibition, % at 5 µM. hit rate 1.5% among 330,000. AID 434973;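 active = inhibition above about 50% at the single test dose, limit read from the data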;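 also: plate controls were DMSO with enzyme for no effect and no enzyme buffer wells for full effect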
HKDC1 inhibitor – HKDC1 (human) hexokinase inhibition; Q2TB90; recombinant HKDC1, G6PDH/diaphorase resazurin coupled fluorescence; inhibition, % at 20 µM; hit rate 0.16% among 340,000;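 active = inhibition above about 35% when tested at 20 µM, limit read from the data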;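 also: plate controls were DMSO wells with enzyme for no effect and DMSO wells lacking enzyme for full effect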
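Test system: HK5 enzyme. Quantity: 5 µg/mL HK5 final. Reagent: glucose and ATP substrates. Schedule: 90 min reaction incubation at room temperature, dark. Technique: resazurin-to-resorufin fluorescence via G6PDH and diaphorase coupling, 525/613 nm. Control set: DMSO wells with and without enzyme mix.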
SENP8 block-1 – inhibitors of human SENP8 protease. purified SENP8, Z-RLRGG-aminoluciferin cleavage, luminescence. inhibition, % at 10 µM. hit rate 1.2% among 330,000. AID 2540; in the data active = inhibition above about 50%
SENP1 inh – blocks the human SENP1 SUMO protease catalytic domain; Q9P0U3; recombinant SENP1 catalytic domain, CyPet-SUMO1-YPet FRET cleavage; inhibition, % at 10 µM; hit rate 0.21% among 360,000; AID 624204;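 active = inhibition at least 30% at 10 µM, raw YFP signal under a set limit, fluorescence ratio 0.5 to 1.5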;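 also: 0% = enzyme with DMSO and 100% = no enzyme wells; some results filed as inactive read as strong as hits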
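system = hSENP1 catalytic domain, recombinant | reagent = SFCypet-SUMO1-SFYpet substrate at 25 nM | doses = one dose per compound, 10 µM, 0.5% DMSO | incubation = enzyme reaction for 50 min at room temperature, dark | measured by = FRET, CFP and YFP emission | controls = no-enzyme low, enzyme-DMSO high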
PfGluPho inh – PfG6PD (Plasmodium falciparum) enzyme inhibition. PfGluPho enzyme, NADPH resazurin-diaphorase fluorescence. inhibition, % at 20 µM. hit rate 0.78% among 350,000;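 active = inhibition reaching at least a set limit at 20 µM in the primary screen, cut at about 59% in these data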;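 also: 0% = DMSO wells with substrate and 100% = DMSO wells lacking glucose-6-phosphate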
SENP6 block – SENP6 protease inhibition | hit rate 1.8% among 330,000 | Recombinant SENP6 catalytic domain, aminoluciferin luminescence | AID 2599 | inhibition, % at 10 µM;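 active = inhibition above about 50% at the single tested dose, limit read from the data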;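 also: plate controls were DMSO wells with enzyme for no effect and DMSO wells lacking enzyme for full effect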
Apaf-1 inh – human Apaf-1 inhibition | AID 489030 | hit rate 0.71% among 330,000 | inhibition, % at 20 µM | reconstituted apoptosome caspase-3 activity, DEVD-Rh110 fluorescence; active = inhibition of at least 40% at 20 µM;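 also: plate controls were DMSO wells for no effect and DEVD-CHO caspase inhibitor wells for full effect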
Target sequence (O14727 whole entry, looked up): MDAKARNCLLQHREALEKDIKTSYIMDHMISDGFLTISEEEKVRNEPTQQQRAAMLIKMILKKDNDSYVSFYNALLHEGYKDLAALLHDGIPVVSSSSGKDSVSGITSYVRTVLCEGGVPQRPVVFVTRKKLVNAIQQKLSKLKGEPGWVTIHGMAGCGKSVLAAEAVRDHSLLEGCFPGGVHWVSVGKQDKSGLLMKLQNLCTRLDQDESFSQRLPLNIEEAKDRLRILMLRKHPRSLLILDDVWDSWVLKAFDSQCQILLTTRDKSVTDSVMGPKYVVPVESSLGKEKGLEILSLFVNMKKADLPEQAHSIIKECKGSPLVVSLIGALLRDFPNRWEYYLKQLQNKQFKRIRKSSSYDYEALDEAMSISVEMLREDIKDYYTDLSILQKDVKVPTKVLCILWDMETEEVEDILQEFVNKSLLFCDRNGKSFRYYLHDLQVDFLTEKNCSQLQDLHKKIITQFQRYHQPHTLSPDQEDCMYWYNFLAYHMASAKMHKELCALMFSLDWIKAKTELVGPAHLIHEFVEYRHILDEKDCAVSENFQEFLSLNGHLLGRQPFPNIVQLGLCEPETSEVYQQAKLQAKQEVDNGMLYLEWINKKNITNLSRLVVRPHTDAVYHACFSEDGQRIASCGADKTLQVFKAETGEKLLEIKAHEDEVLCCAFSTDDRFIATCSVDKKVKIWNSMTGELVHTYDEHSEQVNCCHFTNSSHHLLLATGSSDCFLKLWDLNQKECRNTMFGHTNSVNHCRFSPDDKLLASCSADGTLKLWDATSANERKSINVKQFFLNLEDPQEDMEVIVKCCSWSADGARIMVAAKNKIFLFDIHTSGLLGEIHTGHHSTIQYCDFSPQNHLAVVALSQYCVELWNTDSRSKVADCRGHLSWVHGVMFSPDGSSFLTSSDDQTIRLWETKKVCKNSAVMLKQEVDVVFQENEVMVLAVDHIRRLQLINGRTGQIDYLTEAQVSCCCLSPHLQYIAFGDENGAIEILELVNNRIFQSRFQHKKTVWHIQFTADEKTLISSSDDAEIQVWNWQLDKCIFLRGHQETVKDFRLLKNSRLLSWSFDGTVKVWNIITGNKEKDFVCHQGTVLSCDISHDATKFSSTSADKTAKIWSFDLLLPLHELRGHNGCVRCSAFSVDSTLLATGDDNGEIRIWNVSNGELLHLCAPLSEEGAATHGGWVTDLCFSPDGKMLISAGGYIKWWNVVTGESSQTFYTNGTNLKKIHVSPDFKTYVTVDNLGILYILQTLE
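Material: biochemical Apaf-1 apoptosome reconstitution. Medium: Hepes buffer, pH 7.5. Also added: cytochrome c activation, bis-DEVD rhodamine 110 substrate. Timing: 30 min compound preincubation, 50 min activation, room temperature. Measured by: rhodamine 110 fluorescence at Ex 480/Em 540 nm.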
SENP8 block-2 – blocks human SENP8 cleavage of Nedd8 substrate; recombinant SENP8, Nedd8 substrate fluorescence; Q96LD8; hit rate 0.64% among 360,000; inhibition, % at 20 µM; AID 602440; in the data active = inhibition mostly above about 40%, no sharp cut-off; inactive = mostly below about 27%
The depositor's hits bear a star; · = no result given.

structure,SENP7 inh,HKDC1 inhibitor,SENP8 block-1,SENP1 inh,PfGluPho inh,SENP6 block,Apaf-1 inh,SENP8 block-2
COCCCNC(=O)C[C@H]1C[C@H](C(=O)N2CCOCC2)[C@@]2(C)c3[nH]c4ccc(Cl)cc4c3CCN2C1=O,10.0,13.3,·,-0.9,-8.4,·,4.4,5.6
CCOc1ccccc1CN1CCNC(=O)C1CC(=O)NCc1nc(C)cs1 (stereo not drawn),2.8,5.4,-0.3,-11.8,-15.3,-9.9,0.6,-23.8
CCCc1cc(C(=O)NC(C)C2CCCO2)cs1 (stereo not drawn),-4.5,-0.8,2.9,-2.1,-2.4,-13.9,9.8,11.9
CCOC(=O)C(C(=O)NCc1ccc(F)cc1)c1ncc(C(F)(F)F)cc1Cl (stereo not drawn),11.9,-6.6,-6.8,-0.1,-5.3,-13.3,-6.3,9.8
CC(=O)Nc1ncc(Sc2ccc([N+](=O)[O-])cc2)s1,·,0.2,·,1.9,11.2,·,·,20.3
Cc1ccc(Cl)cc1NC(=O)c1cc(NC(=O)CCCC(=O)O)ccc1N1CCCCC1,3.3,-34.5,6.5,-5.0,-14.3,-9.8,17.3,-121.5
Cn1cnc2c1c(=O)n(Cc1cccc(Br)c1)c(=O)n2C,0.4,-3.6,-4.8,-3.2,0.0,-11.0,4.5,3.4
O=C(CCNS(=O)(=O)c1cccs1)N1CCN(c2cccc(Cl)c2)CC1,-5.7,-1.6,14.9,3.1,9.0,-30.7,7.0,13.0
CC(C)[C@H](NC(=O)[C@@H]1Cc2c([nH]c3ccccc23)C2c3ccccc3C(=O)N21)C(=O)N1CCC[C@@H]1C(=O)O (stereo partly drawn),-1.2,5.2,4.9,-92.2,-5.9,-1.6,-7.4,-20.8
CC1CC(C)CN(C(=O)c2ccc3nc[nH]c3c2)C1 (stereo not drawn),-0.7,34.9,1.8,-1.4,-15.7,-8.3,-9.9,3.7
O=C(c1cc(Cl)cc(Cl)c1)N1CCN(c2cc(C(F)(F)F)nc3ccccc23)CC1,-5.4,-0.4,-9.2,-2.5,-8.9,-38.8,21.1,-44.4
O=C(O)c1cc(NCc2ccccc2)ccc1N1CCOCC1,-2.2,-4.2,6.0,0.9,-2.7,-2.7,-7.0,-88.4
Cn1ncc(Br)c1C(=O)NC1C2CC3CC(C2)CC1C3 (stereo not drawn),-5.1,-1.1,-10.4,2.8,-4.1,-4.3,19.2,19.3
CC(C)C(=O)Nc1ccc2c(c1)Cc1cc(NC(=O)C(C)C)ccc1-2,10.9,-6.0,-3.7,1.3,-12.9,24.1,-10.3,3.8
O=C(Nc1ccc(N2CCOCC2)cc1)C1CC(O)CN1S(=O)(=O)c1ccc(Cl)cc1 (stereo not drawn),-3.2,-10.5,-8.1,1.7,-8.3,-2.5,1.3,13.4
CS(=O)(=O)N(CC(=O)N1CCCC1)c1ccccc1F,-3.4,-4.0,-5.8,2.9,13.3,-21.7,-3.7,11.8
COc1cc(OC)c(OC)cc1CN1CCN(S(=O)(=O)c2ccc(NC(C)=O)cc2)CC1,-0.7,23.2,-10.7,3.9,-9.1,5.8,13.8,20.7
C/C(=N\NC(=O)c1c(Cl)cnn1C)c1ccc(NC(=O)c2ccc(Br)o2)cc1,0.3,-7.9,1.6,1.6,-4.0,-2.6,2.5,-22.5
COc1ccc(NC(=O)Nc2c[nH]c(=O)[nH]c2=O)cc1,6.7,-1.4,11.8,-3.8,4.0,3.4,5.8,18.2
COC(=O)c1ccc(CNC(=O)c2cc(COc3cncc(Cl)c3)on2)cc1,-1.1,-6.5,-6.3,2.0,-0.9,-12.1,-1.3,2.3
O=C(NCc1ccc2c(c1)OCO2)C1CCCN1C(=O)Nc1ccccc1 (stereo not drawn),-2.0,-5.9,-6.4,0.5,19.7,-15.7,-1.5,2.6
CN1CCN(C(=O)CCCN2C(=O)/C(=C/c3cccc(Br)c3)SC2=S)CC1,-3.5,8.3,4.9,2.0,-10.8,52.2*,24.0,20.1
Oc1c(C(c2cccs2)N2CCOCC2)sc2ncnn12 (stereo not drawn),-16.2,-2.9,-11.0,0.4,2.0,-10.5,15.5,4.7
O=C(NCCCN1CCOCC1)C1Nc2ccc(OC(F)(F)F)cc2C2C=CCC12 (stereo not drawn),2.5,4.8,-3.6,1.0,4.3,17.0,15.0,4.7
C[C@H](NC(=O)c1ccccc1)C(=O)N1CCN(c2ccccc2)CC1,-5.2,-5.9,1.7,-0.6,8.8,-11.1,-0.9,6.3
CCNC(=O)c1ccccc1-c1nc(-c2ccccc2OC)no1,2.7,-5.4,2.4,-3.2,-8.1,-11.7,-15.6,10.2
CC1CN(CC(=O)NC(C)c2ccccc2)CC(C)O1 (stereo not drawn),0.0,-2.9,-9.5,1.3,-16.9,-0.3,-16.7,16.7
Cc1cc(NC(=O)COc2ccccc2C)no1,-2.8,-12.3,-3.7,0.7,16.2,-0.6,-10.1,9.1
CC1(C)CC(=O)c2cc(C(=O)NC3CCSC3=O)c(=O)n(-c3ccccc3)c2C1 (stereo not drawn),3.0,-2.9,-0.6,1.8,2.2,8.2,7.1,-108.1
COC(=O)CC1C(=O)NCCN1C(=S)NC(=O)C(c1ccccc1)c1ccccc1 (stereo not drawn),1.2,-6.2,-2.3,1.0,3.6,-5.8,0.3,9.9
C#CC(C)OC(=O)C(C)NC(=O)c1ccccc1 (stereo not drawn),1.5,-5.8,7.5,0.4,9.9,-7.3,-5.8,7.2
Oc1ccc(-c2nc3ccc4ccccc4c3c3c2CCC3)cc1O,-2.3,-6.9,-7.0,-1.1,11.6,-10.6,39.1,-354.4
COc1ccc(OC)c(/C=N/NC(=O)CCc2ccc(O)c(O)c2)c1,1.9,-12.4,3.0,-3.1,19.4,-6.3,4.5,-432.0
COc1cccc(C(=O)NCCS(=O)(=O)N2CCC(C)CC2)c1,-3.6,-2.3,-2.7,1.0,4.7,5.0,2.0,-27.9
COc1cc2c(cc1OC)C(c1ccccc1F)NCC2 (stereo not drawn),-1.6,-9.2,7.1,0.4,5.3,6.3,-6.5,12.9
O=C(CC1SC(=O)N(c2ccccc2)C1=O)Nc1cccc2ccccc12 (stereo not drawn),10.5,-4.9,-0.9,5.6,33.9,-3.5,-18.5,17.9

Entries shown so far containing two or more sulfur atoms (four):
structure,SENP7 inh,HKDC1 inhibitor,SENP8 block-1,SENP1 inh,PfGluPho inh,SENP6 block,Apaf-1 inh,SENP8 block-2
CC(=O)Nc1ncc(Sc2ccc([N+](=O)[O-])cc2)s1,·,0.2,·,1.9,11.2,·,·,20.3
O=C(CCNS(=O)(=O)c1cccs1)N1CCN(c2cccc(Cl)c2)CC1,-5.7,-1.6,14.9,3.1,9.0,-30.7,7.0,13.0
CN1CCN(C(=O)CCCN2C(=O)/C(=C/c3cccc(Br)c3)SC2=S)CC1,-3.5,8.3,4.9,2.0,-10.8,52.2*,24.0,20.1
Oc1c(C(c2cccs2)N2CCOCC2)sc2ncnn12 (stereo not drawn),-16.2,-2.9,-11.0,0.4,2.0,-10.5,15.5,4.7

(next part)
structure,SENP7 inh,HKDC1 inhibitor,SENP8 block-1,SENP1 inh,PfGluPho inh,SENP6 block,Apaf-1 inh,SENP8 block-2
COc1ccccc1N(CC(=O)N1CCN(c2ccccc2)CC1)S(=O)(=O)c1ccc(C)cc1,-2.0,-2.6,-0.9,-0.3,6.1,-10.3,9.1,11.5
COC(=O)COc1ccc(C2Nc3c(Cl)ccc(C(=O)O)c3C3C=CCC32)cc1 (stereo not drawn),-0.8,-1.9,3.8,6.7,19.3,7.1,-4.5,-110.6
COc1ccc(CNC(=O)CS(=O)(=O)Cc2nc(-c3ccc(OC)cc3)oc2C)cc1,3.0,-3.2,10.9,-0.3,5.2,4.3,16.2,13.2
CCOC(=O)C(NCCc1ccc(F)cc1)(NC(=O)CC)C(F)(F)F (stereo not drawn),5.2,-7.7,-3.1,-1.4,2.7,-11.0,6.6,18.7
CCc1nnc(N2CCN(c3ncnc4c3oc3ccccc34)CC2)s1,·,-2.2,·,3.2,-7.4,·,·,-42.5
CC(=O)c1cccc(OCc2cc(C(=O)NC3CCN(Cc4ccccc4)CC3)no2)c1,-4.1,-3.2,-0.5,-0.2,3.7,-16.9,12.6,2.8
CC(C)C1CC(C(=O)Nc2ccccc2)C(=O)O1 (stereo not drawn),-2.8,-5.1,7.6,-0.3,-0.9,2.8,-20.5,19.2
O=C(NCC(F)(F)F)Nc1nnc(C(F)(F)F)s1,0.9,-5.3,-1.0,2.3,-8.6,-6.2,12.3,25.1
Cc1ccc(S(=O)(=O)N2CCCC2)cc1C(=O)N1CCN(Cc2ccccc2)CC1,0.8,-6.5,3.3,3.1,-10.8,-1.9,1.5,10.8
O=C(CSc1nc2[nH]c(=O)cc(O)c2s1)Nc1nncs1,·,-4.5,·,0.8,-20.3,·,·,9.8
CCn1c(SC)nnc1-c1nn(-c2ccccc2)ccc1=O,-2.5,0.7,-7.3,1.6,-11.7,-19.5,-4.5,6.9
Cc1ccc(NC(=S)Nc2ncccc2C)c(C)c1,-8.1,-3.3,0.6,3.8,20.7,15.4,1.4,9.6
COc1ccc(OC)c(S(=O)(=O)NCC(=O)NC2CCCc3ccccc32)c1 (stereo not drawn),-2.8,9.2,-2.6,-2.8,14.0,-16.7,-5.2,2.5
CCc1ccc(NC(=O)CCNS(=O)(=O)c2cccc3nsnc23)cc1,12.4,-6.8,-9.4,4.0,-11.8,8.3,-13.1,13.4
Cn1c(=O)c2c(n(Cc3ccccc3)c1=O)NC(=O)C2CC(=O)N1CCc2ccccc2C1 (stereo not drawn),·,-2.2,·,0.6,11.1,·,·,-42.7
Cc1cc(Br)ccc1OCc1nc(-c2cccnc2)no1,-8.7,7.9,-18.5,2.0,3.3,-26.2,1.5,11.8
COc1ccccc1N1CCN(C(=O)c2cc3c(=O)n4cccc(C)c4nc3s2)CC1,-8.3,5.8,-9.5,-43.0,-18.5,-15.3,18.9,-294.4
CC1CCC2C(=O)N(c3cccc(C(=O)Nc4ccc(F)cc4)c3)C(=O)C2C1 (stereo not drawn),10.1,-2.3,-8.8,-1.8,6.1,0.0,15.4,-1.2
